# Screening data (PubChem)
# C2C12 statin = suppressors of simvastatin-induced myotoxicity in C2C12 myotubes; hit rate 0.78% among 330,000; ATP luminescence, 48 h; scaled: DMSO 0, geranylgeraniol control 100; AID 602340; rescue of ATP level, % at 7.49 µM;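 active = mean ATP rescue above about 67%, or every replicate alone reaching that limit, limit read from the data, passing the limit was not always enough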;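 note: myotubes were challenged with 10 µM simvastatin during compound exposure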
# PGC1a acetyl inh = PGC1a acetylation modulation, inhibitor mode; AID 651687; inhibition, % at 15.6 µM; U2OS PGC1a acetylation, AlphaScreen anti-acetyl-lysine; with virally co-expressed GCN5 acetyltransferase; hit rate 0.17% among 350,000;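 active = every replicate shows inhibition of at least 40%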;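 note: 0% = neutral control wells and 100% = positive control wells; some results beyond the cut were filed as inactive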
# Cneo AK release = Cryptococcus neoformans lysis via adenylate kinase release | lysis activity, % at 15 µM | C. neoformans lysis, adenylate kinase release luminescence, 4 h; normalised: neutral wells 0, clomiphene wells 100 | hit rate 0.2% among 360,000;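 active = mean lysis activity across replicates of at least 80%, whatever share of replicates individually reach that level; inactive = mean lysis activity below 80%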
#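 Assay system: Cryptococcus neoformans yeast cells / Dosing: single-point compound dose / Timing: 4 h at 37 °C static, read 1 h later / Measured by: luminescence of released adenylate kinase using an AK detection reagent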
# PglD DTNB = inhibitors of Campylobacter jejuni PglD acetyltransferase; purified PglD enzyme, DTNB colorimetric CoA detection; inhibition, % at 12.5 µM; hit rate 0.098% among 360,000; AID 602405; in the data active = inhibition above about 16%, passing the limit was not always enough; note: strong numbers were not always called active
# PAX8 reporter = inhibitors of PAX8 transcriptional activity in RMG-I cells | AID 652154 | hit rate 1.2% among 360,000 | inhibition, % at 12.6 µM | RMG-I TPO-luciferase reporter, SteadyGlo, 24 h;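 active = mean replicate inhibition at least 60% with every replicate also reaching 60%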;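 note: luciferase light reporting Pax8 driven TPO promoter activity; plate controls were median of neutral control wells for no effect and mitoxantrone controls for full effect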
# ARNT-TACC3 inh = disrupts binding between human ARNT and TACC3. AlphaScreen His-ARNT PAS-B/GST-TACC3 binding, luminescence; TACC3 fragment carries E629A point mutation. inhibition, % at 9.99 µM. hit rate 0.66% among 390,000. AID 623870;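 active = mean inhibition of replicates at least 50% and at least half of replicates each reaching 50%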;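 note: 0% = complete ARNT plus TACC3 wells and 100% = ARNT alone without TACC3; many hits fall short of the cut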
# INS-1E GSIS act = primary screen for activators of insulin secretion dependent on glucose, INS-1E cells, GLuc reporter luminescence; INS-1E GLuc reporter insulin secretion, 2-3 h; activation, % at 16.6 µM; hit rate 0.61% among 370,000;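 active = lowest replicate activation of at least 40%, so every replicate reaches that level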;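 note: 0% = median of neutral control wells and 100% = median of IBMX positive control wells; some compounds called inactive have numbers as strong as hits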
# LGR2 antag = inhibitors of bursicon-induced Drosophila LGR2 receptor cAMP signaling | HEK293 LGR2, CRE-luciferase, bursicon-stimulated, 4 h | inhibition, % at 9.99 µM | hit rate 0.35% among 380,000 | AID 720647;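 active = drop in luminescence signal, shown as inhibition above about 50% in the replicate tests, limit read from the data, passing the limit was not always enough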;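 note: agonist challenge used bursicon conditioned medium at about half maximal strength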
# Active calls of the source: *; . = not tested or not shown.
smiles,C2C12 statin,PGC1a acetyl inh,Cneo AK release,PglD DTNB,PAX8 reporter,ARNT-TACC3 inh,INS-1E GSIS act,LGR2 antag
CC(=O)N(C)C[C@H]1Oc2cc(-c3ccc(C)cc3)ccc2S(=O)(=O)N([C@@H](C)CO)C[C@@H]1C,19,1,1,-1,.,-10,-5,-2
Cc1ccc(S(=O)(=O)c2ccc(Cl)cc2)cc1S(=O)(=O)N1CCOCC1,.,.,0,0,-13,-2,.,.
CCOc1cc2c(cc1O)CCC1C2CCC2(C)C(O)CCC12 (stereo not drawn),.,.,.,.,15,5,-12,-3
O=C(Nc1ccc2nc3n(c(=O)c2c1)CCCC3)c1ccc(Cl)nc1,-6,4,0,-5,-6,.,-4,-4
O=C(CCn1c2c(c3ccccc31)CCCC2)NNC(=O)c1ccccc1C(=O)O,-7,14,3,-1,.,5,.,.
CCOC(=O)CC1=C(C(=O)OCC)C(c2ccc(OC)cc2OC)C(C#N)=C(N)O1 (stereo not drawn),-11,-9,-5,-10,.,1,.,.
COc1ccccc1-n1cnnc1SCC(=O)N1CCN(C(=O)c2ccco2)CC1,.,7,.,.,-2,-3,-2,.
O=S(=O)(N[C@@H]1CC[C@H](CCn2cc(-c3cccc(F)c3)nn2)O[C@H]1CO)c1ccccc1,12,-2,-2,-2,8,4,-4,2
NC(=O)COC(=O)c1ccc(S(=O)(=O)N2CCCCCC2)cc1,-1,11,0,7,.,1,.,.
CN(C)C(=O)[C@H]1[C@H](CO)[C@H]2Cn3c(ccc(-c4cccc(F)c4)c3=O)[C@H]2N1C(=O)c1ccccn1,6,.,1,2,11,12,24,2
O=C(COc1ccc(Br)cc1)NNC(=S)NC(=O)c1ccccc1[N+](=O)[O-],.,-11,2,1,-31,24,-19,-8
Cc1ccc(S(=O)(=O)N2C[C@H](O)COC[C@H]3O[C@H](CC(=O)NCCN4CCCCC4)CC[C@@H]32)cc1,12,-1,38,-2,-8,3,24,7
C[C@@H]1CCCCO[C@@H](CN(C)Cc2ccccc2)[C@@H](C)CN([C@@H](C)CO)C(=O)c2cc(NC(=O)Nc3cccc4ccccc34)ccc2O1,.,-19,5,1,-3,20,-19,9
COc1ccc(C(=O)N2C[C@H]3[C@@H](c4ccccc42)[C@H](CO)N3Cc2ccccc2)cc1,24,-8,-9,2,-2,-4,-14,-8
COC(=O)Cn1c(=O)c2c(nc(Br)n2CC(=O)OC)n(C)c1=O,19,14,0,-3,.,-4,11,-5
COc1ccc(/C=C2\SC(=O)N(CCc3nnc(N)s3)C2=O)cc1,3,2,-3,3,-26,-7,6,36
Nc1nnc(SCC(=O)Nc2ccccc2)s1,.,.,.,.,-13,-7,4,-21
Cc1ccc(C(=O)N[C@H](C(=O)N2CCN(c3ccccc3F)CC2)C(C)C)cc1,4,.,-3,-9,4,2,-4,10
O=C(CC1OC(=O)c2ccccc21)Nc1ccc(Cl)c(S(=O)(=O)N2CCCCC2)c1 (stereo not drawn),18,.,-1,3,24,-1,-31,-6
CCOC(=O)c1nc(Nc2cc(Cl)ccc2OC)c2ccccc2n1,2,-10,-3,3,-4,0,2,19
C[C@H]1CN([C@@H](C)CO)C(=O)c2cccc(NC(=O)Nc3ccc(C(F)(F)F)cc3)c2O[C@@H]1CN(C)Cc1ccncc1,10,3,-1,3,0,2,-27,-22
CCC(C)c1ccccc1NC(=O)COC(=O)c1ccc2[nH]c3c(c2c1)CCCC3 (stereo not drawn),.,.,.,.,7,-4,-29,13
COc1ccc(CN2C(=O)C(CC(=O)NCC3CCCCC3)CC(C(=O)N(C)C)=C2C)cc1 (stereo not drawn),0,-12,0,-1,-8,.,0,-1
COc1ccc(CCN=C2SCC(=O)N2C)cc1OC,22,6,2,-1,.,-11,-2,3
COc1ccccc1CNC(=O)[C@H](C)NC(=O)C1CCN(C(=O)[C@H](CCSC)NC(=O)OC(C)(C)C)CC1,-16,2,0,1,.,12,10,-4
CC(C)C1=NOC(C(=O)N2CCC(N3CCC(C(=O)N4CCOCC4)CC3)CC2)C1 (stereo not drawn),.,.,.,.,14,3,7,34
CCCN1CCN(S(=O)(=O)c2ccc(-c3cc(C)no3)s2)CC1,0,-10,.,.,9,0,4,-4
C[C@H]1CCCCO[C@@H](CN(C)C(=O)CCCN(C)C)[C@@H](C)CN([C@@H](C)CO)C(=O)c2cc(NC(=O)CCC(F)(F)F)ccc2O1,0,5,0,1,-9,-4,9,5
Cc1ccc(S(N)(=O)=O)cc1NC(=O)c1ccc2c3c(cccc13)CC2,22,-6,-1,-4,4,16,-2,-1
COc1ccc(C[C@H]2CN3C(=NC[C@@H]3C(C)C)N2CCNC(=O)c2ccc(C)c(Br)c2)cc1,-119,.,9,1,.,7,.,.

# Continuation.
smiles,C2C12 statin,PGC1a acetyl inh,Cneo AK release,PglD DTNB,PAX8 reporter,ARNT-TACC3 inh,INS-1E GSIS act,LGR2 antag
Cc1ccc(-c2nnn(CC(=O)NCCc3ccc4c(c3)OCO4)n2)cc1,4,6,-24,2,10,-4,-2,-1
C[C@H](CO)N1C[C@H](C)[C@@H](CN(C)CC2CCOCC2)Oc2ncc(-c3ccc(F)cc3)cc2C1=O,-28,-6,1,-2,-4,-1,-4,-22
COc1ccccc1N1CCN(C(=S)Nc2ccc(S(=O)(=O)N3CCOCC3)cc2)CC1,.,10,.,.,26,4,-34,4
O=C(COC(=O)c1ccc(Cl)c(S(=O)(=O)N2CCCCCC2)c1)NCc1ccccc1,7,-7,2,-6,5,.,-17,-23
O=C(NCC[C@H]1CC[C@@H](NS(=O)(=O)Cc2ccccc2)[C@@H](CO)O1)C1CCOCC1,-2,-7,-3,-3,-7,6,3,0
NC(=O)NC(=O)C(Nc1ccc2c(c1)CCC2)c1ccccc1 (stereo not drawn),36,.,0,0,-23,2,-11,-10
Cc1ccsc1/C=N/n1c(-c2ccccc2)n[nH]c1=S,.,.,.,.,-7,39,-4,-9
CCCOc1cccc(C(=O)NCCNC(=O)c2cnccn2)c1,14,.,0,11,8,-30,0,4
Cc1ccc(OCC(=O)OC2CCCN(C)C2)cc1 (stereo not drawn),.,.,.,.,2,3,2,5
CSc1ccc(C(=O)C2CCCN(C(=O)Cc3nonc3C)C2)cc1 (stereo not drawn),-3,11,-1,2,-4,.,2,-6
COC(=O)c1cc(-c2ccc(OC)c(OC)c2)n[nH]1,18,-17,-1,-1,.,5,12,-19
CCOC(=O)C1CCN(C(=O)c2ccccc2N(C)S(C)(=O)=O)CC1,.,.,3,5,-13,-2,.,.
Cc1cc(C)c(S(=O)(=O)Cc2ccccc2)c(=O)[nH]1,-5,-4,.,.,-3,.,0,15
O=C(Nc1cccnc1)C1=NN(C2CCS(=O)(=O)C2)C(=O)CC1 (stereo not drawn),.,.,.,.,14,-2,7,-12
O=C(NCC(F)(F)F)c1ccc(S(=O)(=O)NCCc2ccc3c(c2)OCCO3)cc1,0,-2,0,3,-3,.,7,22
COc1ccc(C)cc1NC(=O)C(c1ccccc1)N1CCN(CC(=O)N2CCOCC2)CC1 (stereo not drawn),-9,2,0,8,20,3,-7,-8
O=C(CCS(=O)(=O)c1cccs1)N1CCN(c2ccc(F)cc2)CC1,19,6,-3,-7,.,-7,.,.
COc1ccccc1NC1=NCC(=O)N1Cc1ccccc1,88*,-2,-4,3,-1,13,.,.
COc1ccc(CN(C)C[C@@H]2Oc3ccc(N(C)C)cc3CC(=O)N([C@H](C)CO)C[C@H]2C)cc1,23,-4,-2,-11,-8,-6,15,6
CN(C)CCNC(=O)C1CCCNC1=O (stereo not drawn),6,6,-2,3,.,-3,.,.
C=CCn1c(SCc2ccc(Br)cc2F)nc2cc(C(=O)O)ccc2c1=O,2,.,1,6,8,-47,11,-19
COc1ccccc1-c1ccc([C@@H]2[C@@H](CO)N(CC3CC3)C23CN(S(C)(=O)=O)C3)cc1,.,0,.,.,-1,.,3,-15
C[C@@H]1CN([C@@H](C)CO)C(=O)c2cc(NC(=O)Nc3cccc4ccccc34)ccc2O[C@@H]1CN(C)S(=O)(=O)c1cn(C)cn1,-13,-4,2,5,.,3,-13,0
CCN(c1ccccc1C(=O)O)S(=O)(=O)c1ccc2[nH]c(=O)[nH]c2c1,-11,.,-1,-4,-16,-7,18,-8
COc1ccc(C(=O)C[n+]2ccc(-c3nnc4n3CCCCC4)cc2)cc1,.,4,-2,-3,2,4,.,.
OC1(c2ccc(F)cc2)CCN(Cc2cccnc2)CC1,-5,4,4,7,2,1,15,7
COc1cccc(-c2cnc3c(NC=O)cc(-c4ccc(OC)cc4OC)cn23)c1,-35,-20,-1,-2,99*,.,.,-28
CCC(=O)NC[C@@H]1N[C@@H](CO)[C@H]1c1ccc(-c2cccc(C#N)c2)cc1,11,2,1,2,14,-5,12,-7
Cc1ccc(Nc2nc(N3CCOCC3)nc(N3CCOCC3)n2)cc1C,-72,0,-2,-1,9,-10,-20,14
C[C@@H]1CN([C@H](C)CO)C(=O)c2cccc(NC(=O)c3cnccn3)c2O[C@@H]1CN(C)C(=O)Nc1ccc(F)cc1,15,-2,13,6,-5,-1,-2,5

# Continuation.
smiles,C2C12 statin,PGC1a acetyl inh,Cneo AK release,PglD DTNB,PAX8 reporter,ARNT-TACC3 inh,INS-1E GSIS act,LGR2 antag
O=C(NC1CC1)C1=C[C@@H](C2CCCCC2)C[C@@H](OCc2ccc(CO)cc2)O1,0,.,-3,-1,-2,0,-28,-5
C[C@@H]1CN([C@@H](C)CO)C(=O)c2cc(NS(=O)(=O)c3ccc(F)cc3)ccc2O[C@@H](C)CCCCO[C@H]1CN(C)S(=O)(=O)c1ccc(F)cc1,.,-8,101*,0,7,-9,-1,-1
O=C(N[C@H]1CC[C@H](CCNC(=O)C2CCOCC2)O[C@@H]1CO)c1ccncc1,-3,-12,-1,-1,1,8,2,4
COc1ccc(CC(=O)N/N=C/c2cc(Br)cs2)cc1OC,-32,15,7,9,21,-1,-5,25
CCN(CC(=O)NCc1ccc(F)cc1)C(=O)/C=C/c1ccco1,.,.,.,.,-7,-14,-18,8
O=C(C[C@H]1CC[C@@H]2[C@H](COC[C@@H](O)CN2C(=O)Nc2ccc(Cl)c(Cl)c2)O1)NC1CCC1,-23,-11,-2,2,7,-11,-17,-7
CC1(C)Cc2cccc(OCC(=O)N3CCN(c4ccccc4F)CC3)c2O1,.,.,.,.,-3,2,-26,-2
CC(Oc1ccc(/C=N/NC(=O)Cc2cccc3ccccc23)cc1)C(=O)O (stereo not drawn),1,-3,.,.,12,-4,-1,5
Cc1cccc(-c2noc(-c3ccoc3C)n2)c1,.,.,.,.,-48,-7,-7,-101
COc1ccc(Cc2nnc(-c3ccccc3)o2)cc1,25,7,.,.,-51,-1,46*,-43
CCCCCCCc1c(C)nc(N2CCOCC2)[nH]c1=O,-16,-21,-2,-1,.,-10,1,.
CCN(C(=O)CSc1nc2ccccc2o1)c1c(N)n(Cc2ccccc2)c(=O)[nH]c1=O,1,.,2,-1,7,-3,7,9
CC(C)C#Cc1ccc([C@@H]2[C@@H](CO)N3C(=O)CN(C(=O)C4CCCCC4)C[C@@H]23)cc1,.,-13,.,.,1,.,-24,-4
O=C(NCc1cc([N+](=O)[O-])ccc1O)c1cccnc1Sc1ccccc1Cl,.,.,0,-12,-7,.,11,-3

# Only PAX8 reporter and Cneo AK release, for some of the entries so far:
smiles | PAX8 reporter | Cneo AK release
CC1(C)Cc2cccc(OCC(=O)N3CCN(c4ccccc4F)CC3)c2O1 | -3 | .
CC(Oc1ccc(/C=N/NC(=O)Cc2cccc3ccccc23)cc1)C(=O)O (stereo not drawn) | 12 | .
